Assay outcomes (PubChem)
TWEAK-Fn14 inh: inhibitors of TWEAK-Fn14 signaling, primary screen, luciferase reporter cells, uHTS. inhibition, % at 10 µM. TWEAK-stimulated Fn14 reporter cells, luciferase luminescence, 8 h. 360,000 compounds, 2% hits; in the data active = inhibition above about 50%
TROY NFkB inh: inhibitors of TROY-driven NF-kB signaling, primary screen, Q293 LMP1-TROYcd cells, NF-kB luciferase, uHTS | AID 1347056, 2019 | inhibition, % at 10 µM | 360,000 compounds, 0.98% hits | Q293 LMP1-TROYcd NF-kB luciferase reporter, 4 h;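 active = compounds whose plate-normalised and pattern-corrected inhibition of the luciferase reporter signal at the single screening dose is 50% or more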
LRH-1 inv ag: LRH-1 (NR5A2) inverse agonists, primary screen, cell-based, luminescence, HEK293T, StAR-luciferase reporter. AID 602396, 2012. LRH-1 transfected, 24 h. inhibition, % at 3.6 µM. 360,000 compounds, 0.13% hits. Nuclear receptor subfamily 5 group A member 2 (Homo sapiens), O00482;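 active = inhibition above the mean inhibition of all tested compounds plus 3 SD, cut at about 73% in these data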;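 note: 0% = DMSO wells and 100% = reporter-only cells lacking LRH-1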
NCOA2 inhibitor: inhibition of GAL4-SRC2 driven luciferase reporter, primary screen, SRC2 inhibitor project, cell-based, luminescence; HEK293 GAL4-SRC2 luciferase reporter; Nuclear receptor coactivator 2 (Homo sapiens), Q15596; 370,000 compounds, 0.17% hits; inhibition, % at 9 µM;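 active = inhibition above the mean inhibition of all tested compounds plus 3 SD, set per campaign, cut at about 52% in these data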;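 note: 0% = DMSO treated cells and 100% = cells given Gossypol at 36 µM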
TLR9-MyD88 block: inhibitors of TLR9-MyD88 association in cells, primary screen, cell-based, CHO, BLA complementation, fluorescence. Toll-like receptor 9 (Homo sapiens) + Myeloid differentiation primary response protein …. CCF4 FRET ratio. inhibition, % at 4.98 µM. 340,000 compounds, 0.21% hits;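 active = inhibition above the mean over all tested compounds plus 3 SD, cut at about 21% in these data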;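 note: 0% = DMSO only wells and 100% = clavulanate BLA inhibitor control wells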
ABHD5 PLIN5 PPI: ABHD5-PLIN5 interaction inhibitors, primary screen, cell lysate, split luciferase complementation, luminescence. Perilipin-5 (Homo sapiens) + 1-acylglycerol-3-phosphate O-acyltransferase ABHD5 (Homo …. Split G. princeps luciferase complementation, 4 h. inhibition, % at 4 µM. 360,000 compounds, 0.78% hits;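 active = inhibition above the mean inhibition across every tested compound plus 3 SD, cut at about 22% in these data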;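 note: 0% = DMSO only wells and the 100% control is not disclosed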
Exocytosis inh: LAMP-1 surface exposure blockers, TALL-104 cells – cell-based, flow cytometry, MLPCN library, primary screen; 360,000 compounds, 0.66% hits; TALL-104 LAMP-1 surface exposure; cells stimulated with thapsigargin and PMA; inhibition, % at 10 µM;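 active = inhibition above about 55%, limit read from the data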
NOD2-RIPK2 inh: NOD2-RIPK2 binding disruptors in cells, primary screen, fluorescence, CHO cells, BLA complementation; Receptor-interacting serine/threonine-protein kinase 2 (Homo sapiens), O43353; CCF4 ratio; inhibition, % at 4.98 µM; 360,000 compounds, 0.38% hits; in the data active = inhibition above about 21%;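 note: 0% = vehicle only and 100% = reference blocker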
Target sequence (O43353 whole entry, looked up): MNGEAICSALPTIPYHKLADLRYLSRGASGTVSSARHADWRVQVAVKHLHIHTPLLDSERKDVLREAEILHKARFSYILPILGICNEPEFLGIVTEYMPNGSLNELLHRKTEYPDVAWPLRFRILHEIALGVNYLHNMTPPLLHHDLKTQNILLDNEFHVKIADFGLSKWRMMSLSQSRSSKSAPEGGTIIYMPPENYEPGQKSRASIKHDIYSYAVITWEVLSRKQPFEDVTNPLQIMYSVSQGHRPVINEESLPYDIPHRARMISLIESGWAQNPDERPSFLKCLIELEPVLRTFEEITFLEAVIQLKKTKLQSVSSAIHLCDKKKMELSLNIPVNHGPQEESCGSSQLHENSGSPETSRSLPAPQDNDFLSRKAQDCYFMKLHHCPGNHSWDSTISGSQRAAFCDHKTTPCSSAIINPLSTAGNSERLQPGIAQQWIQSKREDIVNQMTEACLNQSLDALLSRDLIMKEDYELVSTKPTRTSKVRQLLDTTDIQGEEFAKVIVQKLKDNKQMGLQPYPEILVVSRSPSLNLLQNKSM
SRC3 inh: SRC3 coactivator transcriptional activity inhibitors, primary screen, cell-based, luminescence. Nuclear receptor coactivator 3 (Homo sapiens), Q9Y6Q9. HEK293 GAL4-SRC3 luciferase reporter. inhibition, % at 3.6 µM. 360,000 compounds, 0.17% hits. AID 588352, 2011;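 active = inhibition above a per-campaign cutoff, the mean of all compounds plus 3 SD, cut at about 60% in these data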;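 note: 0% = DMSO-treated cells and 100% = gossypol-treated cells at 36 µM; higher means less SRC3-driven luciferase light from the GAL4 reporter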
SRC1 inh: SRC1 coactivator transcriptional activity inhibitors, primary screen, cell-based, luminescence. 360,000 compounds, 0.12% hits. inhibition, % at 3.6 µM. HEK293 GAL4-SRC1 luciferase reporter;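 active = inhibition above the campaign mean plus 3 SD, with each screening campaign given its own cutoff, cut at about 60% in these data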;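 note: 0% = DMSO treated cells and 100% = gossypol at 36 µM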
NR2F2 inh: NR2F2 transcriptional activity inhibitors, primary screen, cell-based, luciferase reporter, HEK293T, luminescence; COUP transcription factor 2 (Homo sapiens), P24468; HEK293T NGFI-A luciferase reporter; inhibition, % at 8.6 µM; 370,000 compounds, 0.7% hits;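 active = inhibition above a per-plate cutoff, mean inhibition of test wells between control levels plus 3 SD, cut at about 38% in these data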;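 note: cells cotransfected with COUP-TFII expression vector driving the NGFI-A reporter; 0% = median of COUP-TF2 test wells and 100% = reporter-only cells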
Target sequence (P24468 whole entry, looked up): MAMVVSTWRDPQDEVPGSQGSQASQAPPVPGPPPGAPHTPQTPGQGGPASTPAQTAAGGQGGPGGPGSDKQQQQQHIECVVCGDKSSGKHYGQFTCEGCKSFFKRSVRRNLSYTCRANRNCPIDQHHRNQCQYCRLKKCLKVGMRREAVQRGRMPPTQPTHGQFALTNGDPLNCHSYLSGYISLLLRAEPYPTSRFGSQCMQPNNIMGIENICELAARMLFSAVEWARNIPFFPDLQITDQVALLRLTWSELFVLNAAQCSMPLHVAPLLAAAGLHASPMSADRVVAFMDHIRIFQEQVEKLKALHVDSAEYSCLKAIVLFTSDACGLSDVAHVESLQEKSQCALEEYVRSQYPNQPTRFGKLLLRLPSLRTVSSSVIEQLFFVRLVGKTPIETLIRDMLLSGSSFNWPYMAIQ
* hit, by the source's call; x = not tested or not shown. The list is partial; count on the stated rates, not on these rows.

SMILES | TWEAK-Fn14 inh | TROY NFkB inh | LRH-1 inv ag | NCOA2 inhibitor | TLR9-MyD88 block | ABHD5 PLIN5 PPI | Exocytosis inh | NOD2-RIPK2 inh | SRC3 inh | SRC1 inh | NR2F2 inh
Cc1c(CCC(=O)O)c(=O)oc2c(C)c(OCc3cc4c(cc3Cl)OCO4)ccc12 | -38 | -44 | -16 | 2 | 2 | -5 | -2 | 5 | 2 | -22 | 15
CC(=O)c1c(C)[nH]c(C(=O)CSc2nc3ccccc3c(=O)n2CCCO)c1C | -20 | 31 | 14 | -21 | 6 | 2 | 1 | -8 | -15 | -8 | -8
CC(=O)Nc1ccc(NC(=O)c2ccccc2F)cc1 | -10 | -14 | -42 | -20 | 5 | 2 | -6 | -7 | -14 | -48 | -19
O=C(COC(=O)c1c(Cl)cccc1Cl)Nc1cccc(S(=O)(=O)NC2=NCCCCC2)c1 | -6 | -2 | 0 | 0 | 3 | -6 | -2 | -3 | 8 | -9 | 10
COc1ccc(-c2nn(-c3ccccc3)cc2C2CC(c3cccs3)=NN2C(=O)CCCC(=O)O)cc1 (stereo not given) | -12 | 12 | -24 | 3 | -8 | 1 | -1 | -4 | -3 | 8 | 17
Nc1nonc1/C(=N/O)N1CCN(CCO)CC1 | 2 | 16 | -5 | 15 | -2 | -3 | 0 | -1 | 3 | 14 | -5
COc1ccc(C(=O)COC(=O)c2ccc3ccccc3n2)cc1 | -2 | -13 | -22 | -14 | -9 | -2 | 1 | 4 | -9 | -4 | 9
CC(C)c1ccc(C(=O)NNC(=O)c2n[nH]c(=O)c3ccccc23)cc1 | 0 | -9 | 15 | 8 | 1 | -2 | 2 | 5 | 6 | 3 | -1
COc1cc(C(=O)Oc2cc(N)n(S(=O)(=O)c3ccccc3)n2)cc(OC)c1OC | 16 | 11 | -4 | -4 | 4 | 12 | 33 | -1 | 6 | 1 | -8
COC(=O)c1ccccc1NC(=O)Cn1cnc2cc(C)c(C)cc21 | 13 | 17 | 8 | 2 | 13 | -1 | 4 | 8 | 11 | -2 | 13
Cc1ccc(-c2ccc(CN3C(CC(C)C)C(=O)N(Cc4cn(CCC5OCCO5)nn4)CCS3(=O)=O)cc2)cc1 (stereo not given) | 28 | 31 | -6 | -8 | -2 | 9 | 52 | -7 | 1 | -7 | 4
COc1cc(/C=C2/C(=N)N3C(=NC2=O)SN=C3S(=O)(=O)C(C)C)ccc1OC(=O)c1ccco1 | -13 | 6 | 5 | 6 | 6 | -4 | -2 | -3 | 14 | 0 | -25
CCOc1ccc(-c2nnc(N3CCOCC3)c3ccccc23)cc1 | 12 | 14 | 2 | 4 | -15 | -1 | 9 | 0 | -8 | -2 | 12
COc1ccc(COC(=O)C2=C(C)NC(=O)NC2c2ccc(OC)cc2)cc1 (stereo not given) | 29 | 24 | 12 | 38 | 4 | -8 | -4 | 8 | 45 | 18 | 20
COc1ccc(C)cc1-n1c(SCC(=O)Nc2cc(C)on2)nc2ccccc2c1=O | 9 | -11 | 2 | 14 | -35 | -2 | 6 | -1 | 7 | -15 | 7
O=C(Nc1ccc(F)cc1)C(c1cccc(F)c1)N1CCN(c2ccncc2)CC1 (stereo not given) | x | x | 12 | -30 | x | -1 | 13 | 8 | x | x | -11
Cc1nnn(C23CC4CC(CC(CC(=O)Nc5cccc(F)c5)(C4)C2)C3)n1 | -13 | -5 | 4 | 7 | 1 | 7 | 0 | -8 | 3 | 6 | 13
CC(C)c1ccc(/C=C/C(=O)N2CCCCCC2)cc1 | -5 | -23 | -55 | 47 | -4 | -8 | -2 | -3 | -21 | -25 | 5
CC(C)OC(=O)c1cn(-c2ccccc2)nc1-c1ccc2c(c1)OCCO2 | 18 | 2 | 3 | -9 | 0 | -5 | -2 | 4 | 5 | 9 | 3
COc1ccc(OC)c(N=c2oc3c(OC)cccc3cc2C(=O)NCc2ccco2)c1 | -8 | -45 | -1 | 2 | -2 | 0 | -1 | -6 | 7 | -7 | -8

Rewritten with two lines to a compound: part of the list above
Every second line gives: TWEAK-Fn14 inh, TROY NFkB inh, LRH-1 inv ag, NCOA2 inhibitor, TLR9-MyD88 block, ABHD5 PLIN5 PPI, Exocytosis inh, NOD2-RIPK2 inh, SRC3 inh, SRC1 inh, NR2F2 inh
- CC(C)OC(=O)c1cn(-c2ccccc2)nc1-c1ccc2c(c1)OCCO2
    18, 2, 3, -9, 0, -5, -2, 4, 5, 9, 3
- COc1cc(/C=C2/C(=N)N3C(=NC2=O)SN=C3S(=O)(=O)C(C)C)ccc1OC(=O)c1ccco1
    -13, 6, 5, 6, 6, -4, -2, -3, 14, 0, -25

Further structures:
SMILES | TWEAK-Fn14 inh | TROY NFkB inh | LRH-1 inv ag | NCOA2 inhibitor | TLR9-MyD88 block | ABHD5 PLIN5 PPI | Exocytosis inh | NOD2-RIPK2 inh | SRC3 inh | SRC1 inh | NR2F2 inh
Cc1cc(NC(=O)CSc2nnc(C3CC3)n2N)no1 | -11 | 6 | 1 | 5 | -12 | -5 | 11 | 1 | 17 | -15 | -13
O=C(CN1C2=NCCCN2c2ccccc21)c1ccc2c(c1)OCO2 | -24 | -6 | -17 | 15 | -8 | 3 | 2 | 0 | 21 | 0 | -14
Cc1nn(Cc2ccc(Cl)cc2Cl)c(Cl)c1/C=C/C(=O)OCC(=O)NCC(F)(F)F | -25 | 4 | -5 | -10 | 4 | -2 | 1 | -7 | -21 | -18 | 0
O=C(/C=C/c1ccco1)N1CCN(S(=O)(=O)c2ccc(F)c(F)c2F)CC1 | 9 | -17 | 4 | 9 | -11 | 10 | 1 | -12 | 1 | -41 | 3
CCOc1ccc(N(CC(=O)NCc2ccccc2OC)S(C)(=O)=O)cc1 | -13 | -45 | -33 | -42 | -6 | 2 | -2 | -4 | -50 | -25 | -20
CCN(CC(=O)Nc1ccc(OC)cc1)C(=O)CSCc1c(C)noc1C | 2 | -9 | 19 | -11 | -5 | 0 | -3 | 7 | 18 | -4 | -8
COc1cc(-c2nn3c(-c4cccnc4)nnc3s2)cc(OC)c1OC | -39 | -13 | 15 | -2 | -6 | -9 | 0 | -8 | -12 | 0 | 1
COC(=O)c1cc(COC(=O)c2cccnc2SC)oc1C | -2 | 10 | 14 | 3 | -3 | -7 | -4 | 4 | 10 | 5 | 10
Cc1ccc(S(=O)(=O)N2CCOCC2)cc1C(=O)OCC(=O)N1CCCC1=O | 5 | 6 | 3 | -23 | 5 | -3 | -5 | -13 | -3 | 18 | -13
Nc1nc2cc(Cl)ccc2cc1C(=O)NCCCc1ccccc1 | 26 | 5 | 5 | x | x | -6 | -7 | -13 | x | x | x
Cc1cc(C(=O)COC(=O)CCC(=O)c2ccc3c(c2)OCCO3)c(C)n1Cc1ccco1 | -4 | -11 | -3 | 2 | 0 | 0 | 7 | 0 | -10 | -12 | -22
Fc1ccccc1CCNc1c2c(nc3ncnn13)CCCC2 | 6 | 23 | -3 | 25 | -10 | 1 | -3 | 7 | 20 | 7 | 16
COc1cc(CNC2CCCCCC2)cc(OC)c1O | 4 | -7 | 3 | -31 | -2 | 7 | -2 | -8 | 8 | -5 | 1
O=C(NCCNCC(O)COc1ccc(O)cc1)N1CCOCC1 (stereo not given) | 6 | 12 | -2 | -45 | 4 | 13 | -6 | -4 | -7 | -18 | -2
Cc1nn(CC(=O)Nc2ccc3nc4n(c(=O)c3c2)CCCC4)c(C)c1[N+](=O)[O-] | 0 | -2 | -13 | -13 | -5 | 1 | -5 | 0 | 1 | -2 | 0
O=C(O)c1cc(NCc2ccc(F)cc2)ccc1N1CCOCC1 | 2 | 24 | 9 | 0 | -10 | 3 | -1 | 5 | 11 | -15 | -10
CSCCC(NC(=O)c1ccccc1)C(=O)N/N=C(\C)c1ccccc1 (stereo not given) | 1 | 4 | 6 | 9 | 0 | 4 | -1 | -4 | 19 | -1 | -6
CC(C)C(NC(=O)c1ccc(Br)cc1)C(=O)NC1=NCCS1 (stereo not given) | 2 | 5 | 2 | -41 | -4 | 0 | 10 | -2 | -2 | -6 | 11
CC(C)(C)OC(=O)N1CCCC1C(=O)NCCc1ccccc1 (stereo not given) | 79* | x | 2 | -17 | -2 | -2 | 1 | -2 | 5 | 17 | 1
COc1ccc(C(=O)Nc2ccccn2)cc1 | -7 | -3 | 12 | -1 | -6 | 5 | -3 | -10 | 4 | -15 | -4
COc1ccc(C2C3=C(CCCC3=O)Nc3n[nH]c(C)c32)cc1OC (stereo not given) | -1 | 1 | -7 | 4 | -1 | 0 | 4 | -6 | -9 | 1 | 2
CSc1cccc(NCc2ccc([N+](=O)[O-])cc2)c1 | 18 | 21 | 19 | -22 | -7 | -4 | 0 | -3 | 27 | 2 | 9
CN1CCN(C(=O)C2=C[C@@H](c3csc4ccccc34)C[C@@H](OCCCCO)O2)CC1 | -1 | -23 | -5 | 6 | 5 | 0 | -3 | -9 | -13 | 7 | 1
Clc1cc(Cl)cc(Nc2ncn[nH]2)c1 | 12 | -4 | -6 | 1 | 7 | -7 | 0 | -8 | 12 | 6 | 16
O=C1c2ccsc2SCCN1Cc1ccc(F)cc1 | 4 | -1 | 0 | 14 | 1 | 2 | -6 | 1 | -15 | -1 | -6
Fc1ccc(-c2nc3c(Cl)cc(C(F)(F)F)cn3c2Cc2cccc(Cl)c2)cc1 | 45 | 26 | 18 | -15 | x | 0 | 8 | 2 | x | x | 14
COc1ccc(C(O)c2nc(-c3cnc4ccccc4c3)cs2)cc1 (stereo not given) | -19 | -8 | -49 | -42 | x | 2 | 4 | 6 | -35 | -97 | -27
Cc1ccc(C)c(NC(=O)Cn2nnc(C(=O)Nc3c(C)cccc3C)c2N)c1 | -12 | 10 | -10 | 8 | -1 | -5 | 4 | -4 | 15 | 3 | 1
COc1ccc2c(c1)c(C(C)=O)c(C)n2CCc1ccccc1 | 69* | 27 | 17 | 13 | -11 | 0 | 17 | 12 | 28 | 19 | 53*
CC(=O)N1CCc2cc(N=NC3=C(O)CC(C)(C)CC3=O)ccc21 | 40 | 18 | -95 | -58 | 11 | 3 | -8 | 0 | -96 | -94 | -46
O=C(CCCOc1ccccc1)N1CCN(c2ccccn2)CC1 | 70* | 30 | -132 | -28 | 2 | -2 | 5 | 3 | -52 | -141 | -17
COc1ccc(C2=NS(=O)(=O)N(C)C(C(=O)N3CCC(C)CC3)=C2)cc1 | 11 | -6 | -3 | -10 | 1 | -7 | 1 | 21 | 8 | 13 | -75
CC1CN(C=O)CC(C)N1CCN1C(C)CN(C=O)CC1C (stereo not given) | 4 | 0 | 16 | -4 | -8 | 8 | 8 | 4 | -1 | -14 | -7
CC(=O)OCCNc1nc(-c2ccccc2)nc2ccccc12 | -15 | 1 | 7 | 16 | -2 | 6 | 1 | -5 | 4 | 8 | 7
